Compound activity deposited in PubChem BioAssay by several laboratories.
GC-B act = human GC-B receptor activators, primary screen, HEK293 GC-B cells, cGMP TR-FRET, EC30 CNP. Atrial natriuretic peptide receptor 2 (Homo sapiens), P20594. 0% at EC30 CNP, 100% saturating CNP. activation, % at 10 µM. hit rate 0.11% among 370,000;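 active = activation at 10 µM reaching about 35% in either raw or pattern-adjusted values, limit read from the data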
Target sequence (P20594 whole entry, looked up): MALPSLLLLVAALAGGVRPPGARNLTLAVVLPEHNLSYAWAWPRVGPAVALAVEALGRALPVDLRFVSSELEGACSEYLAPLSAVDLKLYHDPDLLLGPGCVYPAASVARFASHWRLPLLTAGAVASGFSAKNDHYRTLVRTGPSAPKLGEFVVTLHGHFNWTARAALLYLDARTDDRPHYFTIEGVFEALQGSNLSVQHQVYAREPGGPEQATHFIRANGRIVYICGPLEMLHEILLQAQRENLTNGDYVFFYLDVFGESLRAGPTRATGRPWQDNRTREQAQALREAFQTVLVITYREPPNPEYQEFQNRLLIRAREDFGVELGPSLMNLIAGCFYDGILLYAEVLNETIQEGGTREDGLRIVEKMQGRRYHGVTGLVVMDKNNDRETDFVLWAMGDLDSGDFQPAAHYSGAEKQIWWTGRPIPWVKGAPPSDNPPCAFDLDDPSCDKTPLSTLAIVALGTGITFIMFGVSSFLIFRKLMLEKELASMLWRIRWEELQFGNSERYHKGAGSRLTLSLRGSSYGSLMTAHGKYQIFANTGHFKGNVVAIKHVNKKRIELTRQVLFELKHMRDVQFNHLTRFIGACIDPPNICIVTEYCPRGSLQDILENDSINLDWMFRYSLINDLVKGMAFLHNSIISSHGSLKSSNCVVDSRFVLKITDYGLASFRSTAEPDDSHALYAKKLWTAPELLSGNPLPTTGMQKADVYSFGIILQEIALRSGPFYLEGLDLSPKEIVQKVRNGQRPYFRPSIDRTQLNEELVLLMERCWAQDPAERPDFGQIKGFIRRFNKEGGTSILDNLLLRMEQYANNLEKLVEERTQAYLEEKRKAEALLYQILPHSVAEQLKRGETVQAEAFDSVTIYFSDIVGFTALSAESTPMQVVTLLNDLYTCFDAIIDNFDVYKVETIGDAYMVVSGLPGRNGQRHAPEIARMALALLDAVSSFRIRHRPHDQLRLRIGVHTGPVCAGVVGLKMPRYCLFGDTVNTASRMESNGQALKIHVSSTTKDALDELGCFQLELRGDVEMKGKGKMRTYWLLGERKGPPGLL
HGIII-sPLA2 inh = human group III sPLA2 inhibitors, primary screen, biochemical, QFRET, BODIPY PC-A2 liposome substrate; Group 3 secretory phospholipase A2 (Homo sapiens), Q9NZ20; QFRET BODIPY PC-A2 liposome hydrolysis, fluorescence; inhibition, % at 12.2 µM; hit rate 0.56% among 370,000;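 active = inhibition above mean plus 3 SD of compounds lying within the high and low control bounds, cut at about 19% in these data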;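 also: 0% = median of test compound wells and 100% = no enzyme DMSO wells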
DAX1 inh-1 = DAX1 (NR0B1) inhibitors on StAR promoter, primary screen, cell-based, luminescence, SF-1 (NR5A1), full-length DAX-1. AID 652010, 2013. hit rate 1.1% among 370,000. HEK293T StAR-luciferase reporter, SF-1/DAX-1 repression relief. inhibition, % at 6.8 µM;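 active = inhibition above the mean over all tested compounds plus 3 SD, cut at about 3.6% in these data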;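 also: 0% = DAX-1 cells with DMSO and 100% = cells lacking DAX-1 with DMSO; higher inhibition means more luminescence from relief of DAX-1 repression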
ssDAF-12 act = S. stercoralis DAF-12 nuclear receptor activators, primary screen, cell-based, luminescence, HEK293, GRIP1 co-expression, lit1-tk-luc. HEK293 ssDAF-12/GRIP1 lit1-tk-luc reporter; % of 3 µM dafachronic acid response. hit rate 1% among 370,000. activation, % at 6.8 µM. AID 652126, 2013. Nuclear hormone receptor DAF-12 (Strongyloides stercoralis);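 active = activation above the mean over all tested compounds plus 3 SD, cut at about 0.9% in these data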;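 also: 0% = DMSO-only wells and 100% = 3 µM delta7-dafachronic acid wells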
proKLK7 act = proKLK7 zymogen activators, primary screen, biochemical, fluorescence intensity; purified proKLK7, EDANS-DABCYL substrate fluorescence; 100% is mature enzyme control, 0% vehicle; Kallikrein-7 (Homo sapiens), P49862; hit rate 0.9% among 370,000; activation, % at 7 µM;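 active = activation above the mean of all tested compounds plus 3 SD, computed per campaign excluding outliers beyond control limits, cut at about 13% in these data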
SMARCA2 act = SMARCA2 (BRM) function activators, primary screen, cell-based, luminescence, high throughput. activation, % at 9.1 µM. MG213 cells, MMTV-luciferase reporter, dexamethasone, overnight. hit rate 1% among 370,000; in the data active = activation above about 7.8%;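 also: 0% = vehicle wells and 100% = reference activator wells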
GAA850 FXN act = FXN promoter activators, primary screen, cell-based, luciferase luminescence, HEK293 lucGAA850; hit rate 0.56% among 360,000; HEK293 lucGAA850 FXN promoter luciferase reporter, 24 h; percent of 10 µM SAHA response; activation, % at 6 µM; AID 540364, 2011;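 active = activation above the average of all compounds screened plus 3 SD, cutoff fixed separately per campaign, cut at about 7.5% in these data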;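 also: 0% = DMSO wells and 100% = 10 µM SAHA wells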
hgDAF12 agonist = H. glycines DAF-12 receptor agonists, primary screen, cell-based, luminescence, HEK293, GAL4 fusion, UAS-luciferase; Nuclear hormone receptor DAF-12 (Heterodera glycines), GAL4 fusion; HEK293 GAL4-hgDAF12 UAS-luciferase reporter, agonist luminescence; normalized to butyrate control; activation, % at 6.8 µM; hit rate 1.8% among 370,000;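 active = activation above a cutoff set at the mean of all screened compounds plus 3 SD, cut at about 10% in these data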;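 also: 0% = DMSO wells and 100% = sodium butyrate wells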
DAX1 inh-2 = DAX1 (NR0B1) inhibitors, primary screen, cell-based, HEK293, Gal4-DAX1, luciferase luminescence | AID 504766, 2011 | HEK293 Gal4-DAX1 luciferase reporter | inhibition, % at 6.75 µM | Nuclear receptor subfamily 0 group B member 1 (Homo sapiens), P51843 | hit rate 0.99% among 340,000;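 active = inhibition above the mean over all tested compounds plus 3 SD, cut at about 4.2% in these data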;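 also: 0% = DAX1-transfected cells with DMSO and 100% = empty-vector control cells with DMSO; inhibition shows as a rise in luminescence from relieved DAX1 repression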
hcDAF-12 act = H. contortus DAF-12 nuclear receptor activators, primary screen, cell-based, luminescence, HEK293, lit1-tk-luc reporter; HEK293 hcDAF-12 lit1-tk-luc reporter; 0% DMSO, 100% Δ7-dafachronic acid; activation, % at 6.8 µM; hit rate 1.4% among 370,000;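 active = activation above the mean of all tested compounds plus 3 SD, cut at about 5.5% in these data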;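 also: 100% = response to 3 µM Δ7-dafachronic acid high control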
GC-A act = GC-A stimulated cGMP production enhancers – HEK293 GC-A cells, cGMP TR-FRET, EC30 ANP, primary screen; activation, % at 10 µM; 0% at EC30 ANP, 100% saturating ANP; hit rate 0.14% among 370,000; Atrial natriuretic peptide receptor 1 (Homo sapiens), P16066; in the data active = activation above about 40%
* hit, by the source's call; . = not tested or not shown.

No.	smiles	GC-B act	HGIII-sPLA2 inh	DAX1 inh-1	ssDAF-12 act	proKLK7 act	SMARCA2 act	GAA850 FXN act	hgDAF12 agonist	DAX1 inh-2	hcDAF-12 act	GC-A act
1	O=C(Nc1ccc(S(=O)(=O)N2CCCC2)cc1)c1ccc(OCC2CCCO2)cc1 (stereo unspecified)	-5	-13	-4.3	-2.6	0.2	-2	-0.9	-2.4	-2.4	-3.8	5
2	Cc1ccc2nc3c(c(Nc4cccc(O)c4)c2c1)CCC3	-2	-5	-0.5	-2.0	0.0	1	-3.0	1.9	0.2	-1.3	-18
3	Cc1ccc2oc(C(=O)NCc3ccc4c(c3)OCO4)c(C)c2c1	-1	-3	0.5	-1.1	0.1	-1	-0.8	0.8	-0.6	-0.6	2
4	O=c1c(-c2ccccc2)coc2c(CN3CCCCC3)c(O)ccc12	-1	8	-0.1	-1.2	38*	-2	2.0	-1.7	0.1	-1.6	-1
5	O=C(c1snnc1-c1ccccc1)N1CCOCC1	4	2	0.4	-0.3	0.4	-1	1.3	-0.9	0.1	0.0	2
6	CCOc1ccc(C(C)C)cc1S(=O)(=O)Nc1ccc(Cl)cn1	-10	2	-0.1	-0.9	0.3	2	0.0	0.5	0.9	-0.1	0
7	CCn1c(S(=O)(=O)O)nc2ccccc21	1	20*	0.8	-1.6	-0.1	-5	1.0	-2.0	0.0	-0.8	4
8	C/C(=N\Nc1cc(N2CCOCC2)nc(C)n1)c1cccc([N+](=O)[O-])c1	.	15	1.1	-1.6	0.0	-4	0.4	0.8	1.3	-1.6	.
9	O=C(Nc1ccccc1[N+](=O)[O-])c1cncc(Br)c1	6	8	0.1	-0.1	0.2	0	1.8	5.4	-0.5	0.0	-3
10	CN(C)c1ccc(N=Nc2cccc3ccoc23)cc1	-4	12	3.3	1.6*	-0.3	9.8*	6.6	19*	6.5*	16*	13
11	COCc1c(C#N)c(NCCc2ccc(F)cc2)nc(C)c1[N+](=O)[O-]	17	-1	0.0	-0.5	-0.1	0	3.8	-0.1	-0.1	-0.3	12
12	C=CCNC(=O)C1(S(=O)(=O)c2ccccc2)CC=CC1	3	-1	0.8	-0.8	0.8	0	1.2	0.6	5.2*	-0.3	1
13	O=C(NNC(=O)c1ccncc1)Nc1ccc([N+](=O)[O-])cc1	3	6	0.2	0.6	0.2	-2	1.8	-3.4	0.0	-0.3	6
14	COc1ccc(CC(N)c2csc(Nc3cccc(OC)n3)n2)cc1 (stereo unspecified)	-11	4	0.4	-1.6	0.4	-2	-2.9	2.0	.	-0.4	-18
15	CCC(=O)N1CCN(c2nc3ccccc3s2)CC1	3	3	0.2	-0.3	-0.9	3	5.2	7.7	0.2	-0.9	5
16	CC(C)(C)c1ccc(S(=O)(=O)NCCN2CCOCC2)cc1	1	1	-0.7	-0.1	0.2	-2	1.1	6.0	0.0	2.9	0
17	COCc1cc(=O)[nH]c(Nc2nc3ccccc3o2)n1	2	3	-0.5	-1.4	-0.2	3	0.1	0.3	0.0	-1.2	7
18	COc1ccc(NC(=O)/C(C#N)=C/c2c(C)nn(-c3ccc(F)cc3)c2Cl)cc1Cl	-3	3	-0.1	-1.3	0.0	-1	2.6	-0.3	0.6	-0.3	9
19	O=C1c2ccccc2NC(c2cc(Cl)cc(Cl)c2O)N1CCc1ccccn1 (stereo unspecified)	-9	2	1.9	0.1	0.8	4	.	6.8	.	0.1	-2
20	COc1ccc(Br)cc1/C=C/c1ccc2cccc(O)c2n1	-4	12	-0.3	-0.8	-0.2	2	2.2	-0.5	1.0	0.2	1

Carrying on:
No.	smiles	GC-B act	HGIII-sPLA2 inh	DAX1 inh-1	ssDAF-12 act	proKLK7 act	SMARCA2 act	GAA850 FXN act	hgDAF12 agonist	DAX1 inh-2	hcDAF-12 act	GC-A act
21	CCNC(=O)NC(=O)CSc1ccc2ccccc2c1	-3	-12	0.3	-0.7	0.2	-2	0.9	-2.0	0.3	-1.1	-1
22	Cc1ccc(C(=O)Nc2nnc(COCCO)s2)cc1	4	9	2.0	1.0*	-0.5	2	5.4	9.6	.	6.0*	2
23	O=C(Nc1nc(-c2ccncc2)cs1)c1ccc(F)cc1	-2	6	1.4	-1.5	-0.2	-3	1.8	0.8	1.4	-0.9	1
24	CCN(CC)C(=O)C1CCN(S(=O)(=O)c2ccc3oc4ccccc4c3c2)CC1	-2	-12	-1.6	-1.8	0.6	-4	-0.4	-3.6	-2.2	-3.3	3
25	COc1ccc(-n2c(Cc3cccn3C)nnc2SCC(=O)Nc2ccc(Cl)cc2)cc1	-3	-26	-0.5	-1.2	0.6	0	-3.6	-3.6	0.9	-1.6	-5
26	COc1ccccc1NC(=O)CSc1nnc(-c2ccoc2C)n1C	2	7	-0.2	-1.1	-0.4	-1	-0.6	-4.8	-1.5	-3.4	0
27	COc1ccc(Nc2oc(-c3ccco3)nc2S(=O)(=O)c2ccc(F)cc2)cc1	11	4	-1.0	-1.8	-5.8	-3	1.8	-0.1	-0.6	-1.1	1
28	COc1ccc(S(=O)(=O)N(C)CC(=O)Nc2ccccc2OC)cc1C	4	5	-0.5	-1.3	-0.5	0	-0.4	-1.8	0.0	-1.7	5
29	O=C(CNS(=O)(=O)c1ccc2c(c1)OCCCO2)N1CCN(c2ccc(F)cc2)CC1	1	9	-2.4	-1.6	0.0	-6	0.8	-4.6	-0.6	-2.1	0
30	O=C(COC(=O)/C=C/c1ccccc1Cl)NC1CCCC1	-1	-3	-0.4	-1.3	0.5	1	1.0	1.3	-0.6	2.7	4
31	CCN(CC)C(=O)CSc1nc2ncccc2[nH]1	6	3	-0.3	-0.4	0.7	-1	0.1	-1.7	1.8	0.5	3
32	CCCCCCc1ccc(N2C[C@H](Cc3ccccc3)[C@@H](CC(=O)Nc3ccccc3)C2=O)cc1	0	-9	1.3	-1.6	0.5	2	1.9	-1.1	0.6	-1.1	-1
33	C[C@@H]1CN([C@H](C)CO)C(=O)CCCn2cc(nn2)CO[C@H]1CN(C)C(=O)Nc1ccc(C(F)(F)F)cc1	4	-3	1.1	-1.7	-1.1	-2	0.0	2.6	0.8	-1.4	4
34	CC(C)C(=O)Nc1ccc2c(c1)nc(CCN1CCN(c3ccccc3)CC1)n2C	3	3	-0.7	-0.6	0.3	2	0.4	-2.6	-1.3	-2.5	7
35	Cc1cccc(C(=O)Nc2sc(C(=O)N3CCCC3)c(C)c2C#N)c1	-1	1	1.7	-1.0	-0.9	7	-1.5	0.3	-0.6	-1.5	2
36	CC(=O)Nc1ccc(NC(=O)c2oc3cc(C)c(C)cc3c2C)cc1	-2	-2	0.3	-1.7	-12	-3	1.0	-0.2	-0.5	-2.6	-5
37	COc1ccc(-n2c(SCC(=O)Nc3ccc4cn[nH]c4c3)nnc2-c2cccnc2)cc1	-13	3	0.0	-1.2	-0.8	7	.	-0.2	.	-1.7	-3
38	COc1ccccc1-c1c(C(F)(F)F)oc2cc(OC(=O)c3ccc([N+](=O)[O-])cc3)ccc2c1=O	3	-19	-0.3	-1.9	-1.3	1	-1.3	-2.1	1.8	0.0	0
39	CCOC(=O)C1CCCN(C(=O)Cc2c(C(=O)O)[nH]c3ccccc23)C1 (stereo unspecified)	3	-1	0.1	-0.3	0.3	1	1.1	0.3	1.0	6.8*	3
40	Cc1nc2ccccc2c(=O)n1NC(=O)COc1ccccc1	0	14	0.3	-0.9	-0.1	-2	-1.8	-1.1	0.4	-3.1	3

Only HGIII-sPLA2 inh, SMARCA2 act and hgDAF12 agonist, for 2 of the compounds above:
No.	mol	HGIII-sPLA2 inh	SMARCA2 act	hgDAF12 agonist
27	COc1ccc(Nc2oc(-c3ccco3)nc2S(=O)(=O)c2ccc(F)cc2)cc1	4	-3	-0.1
36	CC(=O)Nc1ccc(NC(=O)c2oc3cc(C)c(C)cc3c2C)cc1	-2	-3	-0.2

More results
No.	smiles	GC-B act	HGIII-sPLA2 inh	DAX1 inh-1	ssDAF-12 act	proKLK7 act	SMARCA2 act	GAA850 FXN act	hgDAF12 agonist	DAX1 inh-2	hcDAF-12 act	GC-A act
41	Cc1ccc(C)c(NC(=O)CN(C)C(=O)c2ccccc2Cc2ccccc2)c1	2	-8	1.4	-0.9	0.5	-1	-3.9	-2.0	-1.3	-0.2	1
42	Cc1nnc(NCCN2CCOCC2)[nH]c1=O	-3	3	-0.3	-0.9	0.0	0	0.7	-2.6	-0.5	-0.5	0
43	COc1ccc(/C=C(/C#N)C(=O)Nc2cccc(C)c2C)cc1C(=O)O	-4	-1	-0.2	-1.3	0.0	-3	-0.8	0.8	-0.7	0.5	0
44	CC(=O)c1ccccc1OCCCOc1cccc2cccnc12	4	0	-0.5	-0.7	-0.2	0	4.1	-0.2	1.2	-1.9	-6
45	c1cncc(CNc2ncn[nH]2)c1	-2	1	-0.6	-1.1	-0.6	0	1.2	-0.7	2.4	-0.1	0
46	Cc1cc2n(n1)C(c1ccsc1)Nc1ccccc1-2 (stereo unspecified)	0	-8	1.1	-1.6	0.4	-4	-0.8	-1.6	-0.5	0.9	-5
47	Cn1ncc(Cl)c1C(=O)NC1C2CC3CC(C2)CC1C3 (stereo unspecified)	4	10	-0.1	-0.7	-0.4	-2	0.9	-3.1	-0.6	-1.9	0
